Bioassay records deposited in PubChem BioAssay by several laboratories.
MEX-5 binding = MEX-5 zinc finger RNA-binding disruptors – biochemical, C. elegans, fluorescence polarization, MLPCN library, primary screen. Zinc finger protein mex-5 (Caenorhabditis elegans), Q9XUB2. MEX-5/FITC-TCR2 RNA binding; hits give low values. activity score (negative = inhibition of binding), % at 10 µM. 300,000 tested, 0.38% active. AID 1832, 2009;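 active = inhibition past about -25% in most replicates, and total fluorescence under double the plate's negative control median, limit read from the data; inconclusive = replicates evenly split on the limit, or fluorescence at least double controls; inactive = too little inhibition in most replicates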;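 also: 0% = DMSO and -100% = 5 µM competing unlabeled TCR2 RNA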
Target sequence (Q9XUB2 whole entry, looked up): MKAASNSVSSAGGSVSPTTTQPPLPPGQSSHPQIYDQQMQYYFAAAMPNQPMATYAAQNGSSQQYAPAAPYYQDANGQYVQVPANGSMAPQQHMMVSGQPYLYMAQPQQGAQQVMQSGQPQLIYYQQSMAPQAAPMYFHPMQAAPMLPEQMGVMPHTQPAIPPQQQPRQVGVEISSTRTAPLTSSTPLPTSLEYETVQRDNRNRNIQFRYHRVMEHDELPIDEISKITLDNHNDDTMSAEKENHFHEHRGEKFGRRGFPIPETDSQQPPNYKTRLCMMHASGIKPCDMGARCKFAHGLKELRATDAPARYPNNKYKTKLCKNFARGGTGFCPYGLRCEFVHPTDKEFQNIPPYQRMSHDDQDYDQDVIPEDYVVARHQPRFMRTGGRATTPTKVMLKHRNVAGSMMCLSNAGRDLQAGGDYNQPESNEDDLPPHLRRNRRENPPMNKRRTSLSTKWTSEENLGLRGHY
BCLXL inh = inhibitors of human Bcl-xL, primary screen, biochemical, fluorescence polarization, HTS; inhibition, % at 10.9 µM; 320,000 tested, 0.7% active; GST-Bcl-xL / FITC-Bim BH3 peptide fluorescence polarization;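 active = inhibition above the mean of all tested compounds plus 3 SD, cutoff set per campaign, cut at about 30% in these data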;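 also: 0% = DMSO wells and 100% = unlabeled Bim-BH3 peptide competitor; inhibitors lower millipolarization by displacing the labeled peptide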
Target sequence (Q07817 whole entry, looked up): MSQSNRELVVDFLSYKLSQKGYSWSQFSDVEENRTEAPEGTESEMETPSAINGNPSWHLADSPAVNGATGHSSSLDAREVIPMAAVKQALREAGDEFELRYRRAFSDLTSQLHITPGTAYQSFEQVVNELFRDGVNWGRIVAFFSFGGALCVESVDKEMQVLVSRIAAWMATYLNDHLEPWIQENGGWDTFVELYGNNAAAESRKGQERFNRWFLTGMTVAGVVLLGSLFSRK
CIT2 TOR yeast = modulators of CIT2-GFP expression in yeast, primary screen, S. cerevisiae, GFP fusion, multiplex flow cytometry, MLPCN library; S. cerevisiae CIT2-GFP strain, 3 h; 100 means same as DMSO wells; GFP response vs DMSO, % at 10 µM; 320,000 tested, 0.065% active;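 active = GFP response relative to DMSO above a set limit, near the screen mean plus 3 SD, cut at about 150% in these data; inconclusive = Fewer than 70 cells measured for a yeast strain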;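 also: ratio of well median GFP fluorescence to mean of DMSO wells on the plate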
GLD-1 RNA inh = GLD-1/TGE RNA complex disruptors, primary screen, biochemical, fluorescence polarization | purified GLD-1 + fluorescein TGE RNA | inhibition, % at 5.96 µM | 320,000 tested, 0.44% active;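 active = percent inhibition above a per-plate cutoff, the plate mean of test compounds plus 3 SD, cut at about 30% in these data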;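 also: 0% = DMSO wells with GLD-1 and probe and 100% = wells lacking GLD-1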
AGP1 TOR yeast = modulators of AGP1-GFP expression in yeast TOR pathway, primary screen, cell-based, multiplex flow cytometry, S. cerevisiae, MLPCN library; 3 h; GFP as percent of DMSO wells; GFP response vs DMSO, % at 10 µM; 320,000 tested, 0.02% active; AID 2066, 2009;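 active = GFP response relative to DMSO above a set limit, near screen average plus 3 SD, cut at about 150% in these data; inconclusive = fewer than 70 cells counted for the yeast strain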;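 also: median GFP channel fluorescence of the gated AGP1 strain per well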
GRK2 aptamer HTS = compounds blocking aptamer binding on GRK2 – biochemical, human GRK2, bead flow cytometry, HTS, primary screen; Beta-adrenergic receptor kinase 1 (Homo sapiens), P25098; AID 488847, 2010; FAM-aptamer displacement from GRK2; inhibition of aptamer binding, % at 10 µM; 330,000 tested, 0.59% active;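 active = inhibition of aptamer binding above 40%, roughly 3 SD of noise, on plates passing a quality check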;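 also: median bead fluorescence of bound FAM aptamer so fluorescent compounds give negative values; no value below 0 was filed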
MCL1-BIM inh = inhibitors of MCL1 binding to BIM-BH3, primary screen, biochemical, fluorescence polarization; Induced myeloid leukemia cell differentiation protein Mcl-1 (Homo sapiens), Q07820; GST-MCL1 / FITC-Bim-BH3 fluorescence polarization; inhibition, % at 10.9 µM; 320,000 tested, 0.68% active;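 active = inhibition above the mean inhibition of all tested compounds plus 3 SD, set per campaign, cut at about 40% in these data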;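 also: 0% = DMSO wells and 100% = unlabeled Bim-BH3 peptide control; higher means more loss of mP so more displacement of Bim peptide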
Target sequence (Q07820 whole entry, looked up): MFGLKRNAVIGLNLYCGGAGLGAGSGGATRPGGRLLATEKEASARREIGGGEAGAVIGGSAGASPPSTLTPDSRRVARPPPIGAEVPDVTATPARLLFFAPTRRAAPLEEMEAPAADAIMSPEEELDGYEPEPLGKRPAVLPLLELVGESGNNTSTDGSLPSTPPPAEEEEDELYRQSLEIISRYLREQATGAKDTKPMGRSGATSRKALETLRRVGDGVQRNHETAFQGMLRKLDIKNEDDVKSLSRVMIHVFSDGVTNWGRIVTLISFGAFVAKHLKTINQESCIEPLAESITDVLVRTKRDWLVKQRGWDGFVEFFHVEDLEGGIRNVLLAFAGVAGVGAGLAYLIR
VLA-4 inh = inhibition in human VLA-4 binding assay, primary screen, VLA-4 allosteric modulator project, MLPCN library, flow cytometry, VLA-4 expressing cells; 330,000 tested, 0.2% active; ligand binding flow cytometry; inhibition, % (about 7 µM as worked out from the volumes in the protocol); Integrin alpha-4 (Homo sapiens), P13612; in the data active = inhibition above about 50%
CR mimetic SO = reduction of superoxide in aged yeast, primary screen, HTS; S. cerevisiae aged cells, superoxide DHE fluorescence; hits give low values; superoxide response (% of plate mean), % at 10 µM; 330,000 tested, 0.18% active; AID 2690, 2010;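 active = superoxide response under a set limit, about three screen SD below normal, cut at about 65% in these data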;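 also: yeast aged for seven days with compound at 30 °C before DHE staining; 100% = average MFI of all compound-treated wells on the plate with controls excluded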
* marks the source's active call; other numbers are inactive results; ? = inconclusive; . = not tested or not shown. An unsorted share of the library. Share with any hit: about 2.1%.

structure	MEX-5 binding	BCLXL inh	CIT2 TOR yeast	GLD-1 RNA inh	AGP1 TOR yeast	GRK2 aptamer HTS	MCL1-BIM inh	VLA-4 inh	CR mimetic SO
CC(C)c1ccccc1OCCCCN1CCCCC1	1.1	3.5	107.4	-1.0	110.4	0.0	-4.6	1.4	101.0
CC(C)(C)n1nc(-c2ccc(F)cc2)c2c(N)ncnc21	-1.1	-3.5	51.2	4.1	92.2	1.0	8.9	8.6	32.0*
CC(=O)c1ccc(NC(=O)CSc2nnc(C3CC3)n2C)cc1	0.7	8.8	101.8	1.9	106.8	0.0	4.2	-0.6	100.4
Cc1cccc(NC(=O)CSCC(=O)N(C)CCOc2ccc(Cl)cc2)c1	-1.6	-5.9	96.7	1.4	102.6	0.0	-13.8	51.9*	111.9
O=C(O)c1ccc(N2N=C(c3ccccc3)CC2c2ccccc2)cc1 (stereo not given)	2.9	10.6	89.9	0.5	90.4	3.0	6.9	14.7	102.0
Nc1nc2ccccc2n1/N=C/c1ccc([N+](=O)[O-])s1	-0.1	4.9	99.8	6.0	103.3	0.0	7.9	-19.5	105.6
COc1cccc(NC(=O)CN2C(=O)NC3(CCCCCC3)C2=O)c1	.	.	106.3	2.3	97.7	0.0	.	0.9	93.2
CC(NC(=O)CSC(=S)N1CCCC1)c1ccc(S(N)(=O)=O)cc1 (stereo not given)	0.5	0.3	104.4	-0.3	103.2	0.0	-6.7	-0.7	77.2
COc1ccc2oc(-c3ccccc3[N+](=O)[O-])cc(=O)c2c1	0.1	4.0	89.8	-0.6	100.8	1.0	6.2	9.2	93.4
CC(C)N1CCc2c(sc(NC(=O)c3ccc(S(=O)(=O)N4CCc5ccccc54)cc3)c2C(N)=O)C1	1.2	-42.9	104.1	-47.2	112.2	0.0	-84.4	-23.9	91.4
COC(=O)C1CCN(C(=O)Cc2ccc(C)cc2)CC1	-1.3	1.5	94.1	0.3	105.4	0.0	1.1	7.4	102.2
O=C(CSc1ccc(-c2cccs2)nn1)c1cccs1	-2.2	5.7	90.4	-1.1	96.7	2.0	2.1	12.6	100.6
CCOC(=O)CSc1nnc(-c2ccccc2NC(=O)c2ccccc2)o1	1.3	-4.2	105.3	-1.4	102.0	0.0	-5.5	15.4	92.6
Cn1nc(C(=O)NC(C)(C)C)c2ccccc21	-0.4	-1.0	87.6	5.1	90.3	2.0	-3.8	5.0	92.2
CCOC(=O)/C(=C\c1ccccc1)C(=O)c1cc(C(C)=O)c(Nc2ccccc2)s1	3.3	7.9	89.4	-4.3	93.9	3.0	2.2	-1.9	93.9
CCO[C@@H]1OC(C(N)=O)=C[C@H](c2ccccc2)[C@H]1CCCO	2.5	0.6	69.3	1.0	81.4	0.0	9.4	8.8	99.1
CC(C)(C)c1ccc(S(=O)(=O)N2CCCC2C(=O)NC2=NCCS2)cc1 (stereo not given)	2.4	3.7	97.2	6.9	93.5	0.0	5.3	-7.9	94.0
CCCC(=O)CN1C(=O)C2(OCCO2)c2ccccc21	0.2	2.5	94.4	-1.4	98.8	3.0	5.5	20.9	88.1
Cc1ccccc1NC(=S)NC1CC2CCC(C1)N2Cc1ccco1 (stereo not given)	1.7	11.1	97.0	1.7	92.3	0.0	7.3	-5.7	112.7
Cc1nn(-c2ccccc2)c2nc(Cl)c(C(=O)O)cc12	4.7	5.3	105.9	1.0	97.4	0.0	4.5	5.5	133.1
COc1ccccc1C(=O)NCCC(=O)N1CC(=O)Nc2ccccc21	-0.6	1.1	115.7	0.5	105.6	3.0	5.8	18.3	79.7
COc1cccc(C2Nc3ccccc3C(=O)N2Cc2ccccc2)c1 (stereo not given)	.	5.1	86.2	-5.1	100.1	0.0	1.5	-0.8	106.2
O=C(COc1c(F)c(F)c(C(F)(F)F)c(F)c1F)Nc1ccc(N2CCOCC2)c(Cl)c1	0.9	6.2	94.0	9.3	96.8	5.0	6.6	10.4	106.6
O=C(CSc1nnc(C2CC2)n1Cc1ccccc1)c1cc2ccccc2o1	5.1	-15.7	103.2	-15.5	101.5	0.0	-23.6	1.1	107.1
CC(C)CCNC(=S)Nc1ccccc1F	1.6	2.1	94.2	3.6	92.6	0.0	2.7	10.3	95.7
O=C(Nc1ccc(Br)c2cccnc12)c1ccc(Cn2cc(Cl)cn2)o1	-0.7	2.4	118.1	6.5	111.6	3.0	1.8	-6.4	100.8
O=C(NCC(c1ccco1)N1CCOCC1)C1CCCCC1 (stereo not given)	0.8	0.3	107.4	-5.2	110.6	2.0	-0.2	11.4	98.0
COc1ccc(OC)c(NC(=O)CCC(=O)Oc2ccc(C)cc2)c1	-3.0	1.3	98.4	3.7	84.3	3.0	4.2	5.3	91.3
O=C(NCc1ccccc1)c1ccc(Br)o1	.	1.3	97.6	0.3	101.5	3.0	-1.0	35.6	105.7
CC(=O)c1c(N=CN(C)C)nc(C)nc1-c1ccccc1	-2.3	6.0	97.9	11.0	104.9	0.0	3.2	13.2	102.1
O=C(COC(=O)COc1ccccc1F)Nc1cccc(S(=O)(=O)N2CCCCC2)c1	.	.	83.8	1.1	89.3	0.0	.	-3.1	95.5
Cc1ccc2nc(NC(=S)NC(=O)c3ccc(OC(C)C)cc3)sc2c1	-2.6	0.7	88.7	-3.6	104.2	3.0	0.0	2.6	107.7
COc1ccc(OCCCC(=O)Nc2ccc(OC)c(S(=O)(=O)N3CCOCC3)c2)cc1	.	-8.3	103.4	0.9	109.6	1.0	-10.6	-2.0	90.9
O=C(CCn1ccnc1)Nc1cc(Cl)ccc1O	0.1	0.7	93.7	4.9	94.3	0.0	3.1	2.6	109.2
COc1ccc(S(=O)(=O)N(CC(=O)N/N=C/c2cccs2)c2cc(C)cc(C)c2)cc1OC	-6.8	4.5	96.9	-1.4	95.1	1.0	0.2	-0.5	84.6
COc1ccc(/C=N/NC(=S)Nc2ccccc2)cc1COc1ccc(Br)cc1	-1.8	3.0	105.3	6.8	100.7	1.0	0.5	4.2	111.8
COc1cc(COc2ccc3c(C)c(Cc4ccccc4)c(=O)oc3c2C)cc(OC)c1OC	2.0	6.8	101.8	0.4	99.6	0.0	-2.7	-0.6	93.5
Cc1ccc2cc3cc(C(=O)N4CCCCCC4)oc3nc2c1	2.6	4.5	76.1	2.3	96.2	2.0	5.6	7.6	108.8
CN1C(=O)/C(=C/C=C2/CCCN2C)N(C)C1=S	29.8	-28.3	94.9	-9.1	102.3	3.0	-63.4	4.9	102.1
CCOc1ccccc1NC(=O)Cn1c(=O)sc2ccccc21	-2.4	6.3	95.1	-8.8	97.2	0.0	8.2	3.3	112.7
O=C(Nc1cccc([N+](=O)[O-])c1)C1C2/C=C\CCCCC21 (stereo not given)	-0.3	1.9	89.9	-4.8	90.3	0.0	-3.7	2.7	96.7
CCCCNC(=O)O[C@@H]1C[C@H]2CCC(=O)N3CC[C@@H](C1)[C@@H]23	-0.3	2.7	89.7	3.7	96.7	1.0	-12.6	20.6	108.8
Cc1ccc(-n2c(C)nn(-c3ncc(C(F)(F)F)cc3Cl)c2=O)cc1	2.7	4.8	97.0	3.6	98.9	5.0	4.0	17.1	85.2
CCN(CC)S(=O)(=O)c1ccc(Cc2ncc(C(F)(F)F)cc2Cl)s1	-3.8	3.7	94.7	7.7	95.7	2.0	1.0	-0.6	98.6
CCc1nccn1S(=O)(=O)c1cc(C)c(OC)cc1C	0.6	3.2	.	2.4	93.2	0.0	-1.1	0.8	88.2
CN1C(=O)Cc2cc(S(=O)(=O)N3CCN(c4cccc(Cl)c4)CC3)ccc21	1.8	-4.2	91.9	-4.8	95.6	0.0	-12.9	6.7	120.0
CCCOc1ccc(C(=O)OCC(=O)c2c(N)n(C)c(=O)n(C)c2=O)cc1OCC	2.5	-2.4	96.8	-4.2	97.0	0.0	-0.2	19.9	98.7
COc1ccc(Cl)cc1NC(=O)CSc1nnc(Cc2ccc(C)cc2)c(=O)[nH]1	-3.9	-4.9	97.9	4.7	96.0	0.0	-5.3	-15.7	91.9
Cc1ccc(C)c(N2CCN(C(=O)c3cc(S(=O)(=O)N4CCOCC4)ccc3F)CC2)c1	-0.6	4.9	100.1	1.4	105.3	0.0	-1.7	16.2	98.1
Cc1nc2cc(NC(=O)N3CCCCC3)ccc2n1C	-1.0	2.1	?	-5.8	?	3.0	5.5	3.9	96.8
Nc1nc2n(n1)C(c1ccc(F)cc1)CC(c1ccc(F)cc1)N2 (stereo not given)	-2.2	6.7	104.3	4.6	103.4	0.0	6.8	7.9	97.2
Cc1cc(C)c(NC(=O)NC(=O)c2ccc(F)cc2)c(C)n1	2.1	1.7	100.3	5.5	103.6	0.0	-7.9	-2.7	86.7
O=C(Oc1ccccc1N1C(=O)CCC1=O)c1ccco1	-2.9	7.5	96.2	6.7	93.7	0.0	8.2	-4.5	102.9
O=C(O)CCCNc1cc(N2CCC3(CC2)OCCO3)c2noc3c2c1C(=O)c1ccccc1-3	.	71.5*	92.7	20.7	91.9	19.0	90.4*	-173.2	212.3
O=C(c1sccc1Br)N1CCN(Cc2ccc3c(c2)OCO3)CC1	-2.8	3.7	.	1.1	.	3.0	1.7	9.1	96.4
CCCc1cc(=O)[nH]c(SCC(=O)Nc2oc(C)c3c(C)n[nH]c(=O)c23)n1	-3.3	-1.1	93.8	2.3	98.7	4.0	2.2	19.8	102.2

The list continues.
structure	MEX-5 binding	BCLXL inh	CIT2 TOR yeast	GLD-1 RNA inh	AGP1 TOR yeast	GRK2 aptamer HTS	MCL1-BIM inh	VLA-4 inh	CR mimetic SO
COc1cc(/C=N/NC(=O)c2c(C)nnn2-c2nonc2N)ccc1O	-0.1	-2.0	134.8	3.3	105.6	2.0	-0.3	4.2	87.6
COc1ccc(NC(=O)Nc2cccc3c2O[C@H](CN(C)C(=O)Nc2ccc4c(c2)OCO4)[C@@H](C)CN([C@H](C)CO)C3=O)cc1	.	.	.	0.7	.	4.0	.	-14.9	85.8
O=C(O)c1ccc2c(c1)C(=O)N(c1ncccn1)C2=O	-0.4	4.5	95.2	3.3	96.7	3.0	-1.0	25.9	87.9
COc1ccc(-c2c(C)nn(-c3ccccc3)c2NC(C)=O)cc1OC	0.5	-3.1	101.0	6.7	102.2	1.0	-9.6	2.2	90.8
Cc1ccc(C(=O)N/N=C2\CCc3ccccc32)c(C)c1	0.5	5.0	101.9	3.8	101.0	3.0	6.8	1.3	105.5
Cc1sc2nc3n(c(=O)c2c1C)NC(=O)CC3	-1.7	9.1	114.3	4.1	100.6	0.0	17.4	-14.7	97.3
